# A549 tox = counter-screen for Nrf2 inhibitors: cytotoxicity in A549 cells | A549 ARE-Fluc cells, CellTiter-Fluor viability, 18-24 h | hit rate 0.16% among 390,000 | AID 504648 | Potency, µM (titrated, usually from 46 µM), for inactives: at the top dose activity change, negative = cytotoxicity, most hits filed as inhibitors; note: potency is the fitted concentration of half-maximal effect; % is set by controls: 0 for no effect and ±100 for the full control effect
#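 Cytotoxicity counterscreen: CellTiter-Fluor fluorescence was measured in A549 ARE_Fluc cells after 18-24 h of compound exposure in a concentration series. The subsequent BugLite luminescent read reports ARE-luciferase activity.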
# CCT chaperon mod = cytosolic chaperonin activity modulation | purified chaperonin ATPase assay, HTRF ADP detection, 30 min | activity change, % (no concentration beside the values), hits read low | hit rate 0.3% among 360,000; in the data active = activity change below about -30%; note: % is set by controls: 0 for no effect and ±100 for the full control effect
#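 We incubate TRiC, 40 or 20 nM final, with library compounds at 76 uM and 10 uM ATP for 30 min at 37 °C. ADP formed is detected with Transcreener HTRF reagents after 30 min at room temperature.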
# HepG2 tox = kills HepG2 cells in TGF-b inhibitor counter-screen; HepG2 CAGA-GFP viability, ATP luminescence, 18 h; Potency, µM (titrated, usually from 46.1 µM), inactives show at the top dose activity change, negative = cytotoxicity, most hits filed as cytotoxic; hit rate 0.76% among 410,000; AID 588856; note: potency is the fitted concentration of half-maximal effect; some results filed as inactive show a strong effect at the top dose
#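 HepG2 CAGA-GFP cells (1000/well, DMEM with 1% FBS) received compound, then TGF-beta at 500 pg/mL final, and were incubated 18 hours at 37 degrees C. Viability was read by CellTiter-Glo luminescence. Media-only wells were set as complete cell-killing and DMSO as no toxicity.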
# TGFb SMAD3 inh = blocks TGF-b signaling. hit rate 1.2% among 410,000. HepG2 CAGA-GFP TGF-b/SMAD3 reporter, GFP fluorescence, 18 h; TGF-beta stimulated, 500 pg/mL final. Potency, µM (top dose mostly 46.1 µM), without a hit: at the top dose activity, negative = inhibition, usual class: inhibitors. AID 588855; note: potency is the fitted concentration of half-maximal effect; % is set by controls: 0 for no effect and ±100 for the full control effect; nearly all actives have a fitted effect of over 65% in size
#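 Smad-responsive CAGA-GFP expression was quantified in HEPG2 cells exposed to compounds and 500 pg/mL final TGF-beta for 18 h at 37 degrees C; unstimulated wells defined full inhibition.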
# Nrf2 inh = inhibitors of Nrf2 signaling; hit rate 2.1% among 360,000; Potency, µM (top dose mostly 46 µM), for the others: top-dose activity change, negative = inhibition, hits mostly inhibitors; A549 ARE-Fluc reporter, luciferase luminescence, 18-24 h; note: potency is the fitted concentration of half-maximal effect; % is set by controls: 0 for no effect and ±100 for the full control effect; nearly all actives have a fitted effect of over 60% in size
#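 Concentration-response testing used A549 ARE_Fluc cells at 5000 cells/well. Following an 18-24 h compound incubation, viability was read by fluorescence (Ex 405/Em 525) and luciferase output by luminescence.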
# pAkt inh = inhibitors of Akt phosphorylation | Neuro2A IGF-stimulated pAkt S473 HTRF, 20 min; stronger effect = lower value | activity change, % for hits at 50 µM | hit rate 0.32% among 360,000 | AID 651550; in the data active = activity change below about -80%; inconclusive = mostly about -51% to -80%; note: % is set by controls: 0 for no effect and ±100 for the full control effect
#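 Neuro2A cells in DMEM with 0.5% FBS, overnight at 37 deg C, given compound at single 50 µM final, then IGF (6 nM final) for 20 min at 37 deg C. Lysed; phospho-Akt Ser473 by HTRF after 24 h, 665/615 ratio.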
# S2 tox = cell viability loss in ATXN counter-screen. S2 cells (HEK-293 line with an ATXN2-luciferase reporter) viability, CellTiter-Fluor protease fluorescence, 24 h. Potency, µM (series often up to 56.7 µM), most hits filed as cytotoxic. hit rate 0.49% among 400,000. AID 651635; note: potency is the fitted concentration of half-maximal effect; nearly all actives have a fitted effect of over 40% in size
# Mm-Cpn inhibitor = blocks the Methanococcus maripaludis chaperonin Mm-Cpn; Potency, µM (highest dose often 76.9 µM), without a hit: at the top dose activity, negative = inhibition, hits mostly inhibitors; purified Mm-Cpn ATPase, ADP Transcreener TR-FRET; hit rate 0.031% among 330,000; note: potency is the fitted concentration of half-maximal effect; % is set by controls: 0 for no effect and ±100 for the full control effect; nearly all actives have a fitted effect of over 80% in size
#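 TR-FRET (320 nm excitation; 590 and 665 nm emission) reports ADP made from 10 uM ATP by 25 nM enzyme; compounds were preincubated 10 min, reaction run 30 min, both at 37°C.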
# Nrf2 ARE act = activators of Nrf2 (ARE) signaling; Potency, µM (highest dose often 46.1 µM), for inactives: at the highest dose activation, most hits filed as activators; hit rate 0.31% among 410,000; AREc32 ARE-luciferase reporter (MCF7-derived line), luminescence, 24 h; note: potency is the fitted concentration of half-maximal effect; % of control where 0% means no effect; nearly all actives have a fitted effect of over 65% in size
#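 AREc32 cells carrying an ARE-driven firefly luciferase, 1000 cells/well in OPTI-MEM with 5% FBS, dosed after overnight attachment and incubated 24 hr at 37 deg C. Steady-Glo luminescence read after 30 min at RT.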
# Numbers without * were called inactive; i = inactive; ? = inconclusive; / = not tested or not shown; & = joins results of further samples. Unless noted, calls come from the whole dose curve; as a rule, active = well fitted curve in the direction sought with a large enough effect; inconclusive = small, poorly fitted or top-dose-only effect, or another doubt; inactive = no such curve, though single readings can be large; an effect the other way counts as inactive or inconclusive.
mol | A549 tox | CCT chaperon mod | HepG2 tox | TGFb SMAD3 inh | Nrf2 inh | pAkt inh | S2 tox | Mm-Cpn inhibitor | Nrf2 ARE act
COc1ccc(C(=O)NC2CC2)cc1OC1CCN(Cc2ccc(F)c(F)c2)CC1 | 0% | -8.3 | 2% | 9% | -1% | i | i | 0% | 0.3%
COc1ccccc1N1CCN(C(=O)C2CCCN(S(=O)(=O)c3ccc4c(c3)CCCN4C(C)=O)C2)CC1 (configuration not stated) | -11%&-3% | -2.0 | -7%&-27% | ? | 9.2µM* | i | ? | -2% | 0.1%&0.3%
CN1C(=O)Cc2cc(S(=O)(=O)N3CCN(c4ccccc4F)CC3)ccc21 | 0%&2% | 1.0 | 0%&-2% | -24%&-22% | ? | i | ? | -1% | 0.4%&3.4%
CC(C)N(C(=O)COC(=O)c1ccccc1C(=O)N1CCN(c2ccc(F)cc2)CC1)C(C)C | 1% | -3.5 | -1% | -17% | -9% | i | i | -2% | 0.3%
COC(=O)c1ccnc(/C=N/O)c1 | -6% | -1.7 | -4% | -8% | 4% | i | i | 0% | 5.0%
COc1ccc(C(=O)C(CN2CCCC2)c2ccccc2)cc1 (configuration not stated) | -6% | -4.0 | 32µM* | 11µM* | -13% | i | / | 0% | ?
CCOc1cc(C)nc(N2CCC(C(=O)Nc3ccccc3OCC)CC2)n1 | 3% | -5.8 | 10% | 5% | -22% | i | i | -1% | -0.5%
COc1cccc(CNC(=O)c2cccc(N3CCCS3(=O)=O)c2)c1 | 24% | / | -2% | -4% | 31% | / | i | / | -0.4%
COc1ccc(S(=O)(=O)NC(C)C(=O)Nc2cccc(C(C)=O)c2)cc1 (configuration not stated) | -1% | 1.4 | 18% | 0% | / | i | i | -3% | -0.4%
COc1ccc(NC(=O)CN(C)CC(=O)Nc2cccc(C(F)(F)F)c2)cc1 | -12% | -11 | 5% | -12% | -28% | i | i | 1% | -0.6%
Cc1cc(F)ccc1S(=O)(=O)N1CCCOC1CNC(=O)C(=O)NCC(C)C (configuration not stated) | -4% | -6.6 | -17% | 12% | -6% | i | i | -1% | -0.5%
O=S(=O)(NCc1ccccc1F)c1cccc(S(=O)(=O)N2CCOCC2)c1 | -8% | 1.6 | 13% | 10% | -8% | i | i | 1% | 1.4%
c1ccc([C@H]2CC3C[C@@H](c4ccccc4)N2O3)cc1 | 1% | -0.7 | 3% | 28% | 25% | i | i | -11% | 0.5%
COC(=O)C1(CC2CC(c3ccccc3)=NO2)CCN(C(=O)OC(C)(C)C)CC1 (configuration not stated) | -3% | -0.4 | -15% | -17% | -9% | i | ? | / | -0.6%
CCn1nnnc1-c1ccc(OC)c(S(=O)(=O)Nc2ccccc2OC)c1 | / | 1.8 | -11% | -13% | / | i | i | / | -1.0%
CC(=O)COc1nc2c(c(-c3ccco3)c1C#N)CCc1ccccc1-2 | ? | -0.5 | -166% | 0% | ? | i | i | -4% | 7.2%
O=C(O)c1cc(-c2cccs2)nn1-c1ccccc1 | 1% | -1.4 | -4% | -4% | -5% | i | i | -6% | -0.2%
O=C(NC1CCCCCC1)C(=S)NC1CCCCC1 | 0% | -2.2 | -9% | -11% | ? | i | i | -1% | -0.6%
O=C(c1ccccn1)N1CCN(S(=O)(=O)c2ccc3ccccc3c2)CC1 | ? | 1.7 | -4% | -20% | ? | i | i | 0% | -0.2%
Cc1ccccc1NC(=S)NCCc1ccccc1 | 13% | 0.5 | 0% | 4% | 7% | i | i | 0% | 0.3%
O=P(O)(O)C(O)C(F)(F)C(F)(F)C(F)(F)C(F)F (configuration not stated) | 2% | -1.4 | 4% | 0% | 10% | i | i | 2% | -0.9%
Cc1ccc(-c2ccccc2NC(=O)C2C3C=CC(C3)C2C(=O)O)o1 (configuration not stated) | -2% | -3.4 | -12% | -18% | -3% | i | i | -2% | 2.5%
CC(C)C(NC(=O)c1c(F)cccc1F)C(=O)NC1CC(C)(C)NC(C)(C)C1 (configuration not stated) | -10% | 0.1 | -15% | -5% | -24% | i | i | -1% | -0.8%
S=C(NCc1ccccc1)Nc1cccc2ccccc12 | -2% | 0.1 | -19% | ? | ? | i | i | -1% | 0.4%
CC(=O)c1ccc(NC(=O)c2cc(C)nc3c2c(C)nn3-c2ccc(C)cc2)cc1 | -5% | / | -22% | 0% | ? | / | i | / | 3.6%
CCOC(=O)c1c(NC(=O)Cc2coc3cc(C)cc(C)c23)sc2c1CCC2 | 5% | / | 1% | -3% | 0% | / | i | / | 0.4%
Cc1cc(Cl)ccc1NC(=S)NCc1ccco1 | 2% | 0.0 | 3% | 3% | -12% | i | i | -3% | 2.2%
Cc1cc(OC(=O)N2CCCCC2)cc(C)c1Cl | 1% | -2.1 | 0% | 1% | 0% | i | i | / | -0.5%
COc1ccc(OCCC(=O)N2CCOCC2)cc1 | -2% | -0.8 | 15% | 10% | 18% | i | i | 0% | 0.6%
O=C(Nc1ccc(-n2cnnn2)cc1)c1cc(S(=O)(=O)N2CCCC2)ccc1Cl | -10% | -1.9 | -13% | 0% | ? | i | ? | -2% | 0.1%
O=C1C=C(NCc2ccco2)CC(c2ccc(Cl)cc2)C1 (configuration not stated) | -1% | 1.7 | -1% | -6% | ? | i | ? | 2% | 0.1%
Cc1cc(Nc2ncc(Cl)cc2Cl)n(-c2ccccn2)n1 | 3% | -0.9 | 2% | -2% | 14% | i | i | -3% | 1.8%
COC(=O)CSc1[nH]c2ccc(Br)cc2c1[N+](=O)[O-] | 0% | 9.5 | 6% | 19% | 26% | i | i | 2% | 0.4%
O=C(c1ccc(CNS(=O)(=O)c2ccc(Br)cc2)cc1)N1CCCCC1 | -1% | 2.1 | -6% | -15% | -8% | i | i | 1% | -1.1%
C=CCN(CC=C)Cc1ccc(C(=O)OC)o1 | 1% | 0.8 | 11% | 15% | / | -110%* | i | 1% | 0.1%
CCCOc1ccc(C=Nc2ccc(OC)c(S(=O)(=O)N3CCOCC3)c2)c(O)c1 | 4% | -1.0 | -2% | -7% | 6% | i | i | 1% | 0.0%
N#Cc1ccc2nc3c(nc2c1)CCCC3 | -9% | -0.4 | 15% | -1% | 24% | i | i | 1% | 7.6%
O=C1CCCN1CCCNS(=O)(=O)c1ccc(F)cc1F | 0% | -2.9 | -5% | ? | -10% | i | i | 0% | 0.2%
O=S(=O)(c1ccccc1)C1CON(Cc2ccccc2)C1c1ccccc1 (configuration not stated) | 2% | -25 | -168% | -6% | 3% | i | i | 0% | -2.1%
COc1ccccc1OCC(=O)NCCS(=O)(=O)N1CCN(c2ccccc2)CC1 | 2% | -4.1 | 6% | ? | 0% | i | i | 1% | 1.6%
Cc1ccn2cc(C(=O)NC3CCN(Cc4ccccc4)CC3)nc2c1 | 2% | 4.8 | -36% | -16% | -24% | i | i | 0% | 2.5%
COC(C[C@@H]1O[C@@H]1[C@H](O)[C@H](C)OCc1ccccc1)OC | -3% | -2.3 | -4% | -17% | 5% | i | i | 1% | -1.1%
COc1ccc(NC(=O)CNC(=O)c2nn(-c3ccc(OC)c(OC)c3)c(=O)c3ccccc23)c(OC)c1 | 12% | -2.0 | -11% | 17% | 2% | i | i | -12% | 0.0%
CC(=N[C@@H]1CCCC[C@H]1N=C(C)c1ccccc1O)c1ccccc1O | -1% | 2.3 | -3% | 2% | 2% | i | i | 2% | -0.3%
Cn1c(SCC(=O)Nc2ccc(NC(=O)c3ccccc3F)cc2)nnc1-c1ccncc1 | 0% | -0.8 | -14% | -13% | ? | i | i | -1% | -0.7%
COc1ccc(CCN2C(=S)N(C)C(=O)C2CC(=O)Nc2ccc(F)cc2)cc1 (configuration not stated) | 2% | -0.6 | -13% | ? | -17% | i | i | -2% | 8.7%
COCCNC(=O)C(c1cccs1)N(C(=O)Cn1nnc2ccccc21)c1ccc(OC)cc1 (configuration not stated) | -1% | -1.5 | -26% | -1% | -3% | i | i | 2% | 0.4%
CCOC(=O)c1cc(-c2csc(Nc3c(C)cc(C)cc3C)n2)on1 | -10% | -1.9 | -22% | ? | -21% | i | i | 1% | -0.6%
CCc1nnc(NC(=O)c2cc(S(=O)(=O)N3CCCCC3)ccc2C)s1 | 2% | -4.2 | 6% | 3% | -6% | i | i | 3% | 2.5%
O=C1CCN(CCCc2ccccc2)CCN1CCO | 5% | -3.6 | -14% | 0% | 2% | i | i | -5% | 0.4%
Cc1ccc(Cl)cc1-c1ccc(C=Nc2ccc(N3CCOCC3)cc2)o1 | 12% | -2.8 | -40% | 11µM* | 7% | i | i | -14% | 4.0%
Cc1ccc(C(C(=O)NC2CCCCC2)N(CCCN2CCOCC2)C(=O)c2snc(C(N)=O)c2N)cc1 (configuration not stated) | 0% | 0.3 | -2% | 22% | ? | i | i | 0% | -0.2%
C=CCn1cc(C(=O)NCc2ccco2)c(=O)c2cc(S(=O)(=O)N3CCCCCC3)ccc21 | -19% | -0.3 | -46% | ? | 12µM* | / | / | ? | 0.2%
CCC/C(=N/NC(=O)c1cccc(Cl)c1)c1ccccc1 | 3% | 1.0 | -11% | -8% | -2% | i | i | -3% | 7.6%
COc1cccc(/C=N/n2c(-c3cccs3)n[nH]c2=S)c1 | -2% | -0.5 | 4% | 0% | / | i | ? | 0% | 4.4%

# Fetched one by one from above:
mol | A549 tox | CCT chaperon mod | HepG2 tox | TGFb SMAD3 inh | Nrf2 inh | pAkt inh | S2 tox | Mm-Cpn inhibitor | Nrf2 ARE act
C=CCN(CC=C)Cc1ccc(C(=O)OC)o1 | 1% | 0.8 | 11% | 15% | / | -110%* | i | 1% | 0.1%
Cc1ccn2cc(C(=O)NC3CCN(Cc4ccccc4)CC3)nc2c1 | 2% | 4.8 | -36% | -16% | -24% | i | i | 0% | 2.5%
O=C1C=C(NCc2ccco2)CC(c2ccc(Cl)cc2)C1 (configuration not stated) | -1% | 1.7 | -1% | -6% | ? | i | ? | 2% | 0.1%

# Compound activity from PubChem.

# Rows were taken by chance; any-hit rate near 4.4%.
